12-LOX inh = Primary qHTS assay for inhibitors of human arachidonate 12S-lipoxygenase (ALOX12): Round 2; purified 12hLO, xylenol orange hydroperoxide absorbance; Potency, µM (doses to about 108 µM), for inactives: top-dose activity change, negative = inhibition, hits mostly inhibitors; 580,000 tested, 1.1% active; AID 1671190, 2021; active = well fitted inhibition curve with a large enough effect; inconclusive = small, poorly fitted or top-dose-only effect, or another doubt; inactive = no such curve, though single readings can be large or run the other way
Target sequence (P18054 whole entry, looked up): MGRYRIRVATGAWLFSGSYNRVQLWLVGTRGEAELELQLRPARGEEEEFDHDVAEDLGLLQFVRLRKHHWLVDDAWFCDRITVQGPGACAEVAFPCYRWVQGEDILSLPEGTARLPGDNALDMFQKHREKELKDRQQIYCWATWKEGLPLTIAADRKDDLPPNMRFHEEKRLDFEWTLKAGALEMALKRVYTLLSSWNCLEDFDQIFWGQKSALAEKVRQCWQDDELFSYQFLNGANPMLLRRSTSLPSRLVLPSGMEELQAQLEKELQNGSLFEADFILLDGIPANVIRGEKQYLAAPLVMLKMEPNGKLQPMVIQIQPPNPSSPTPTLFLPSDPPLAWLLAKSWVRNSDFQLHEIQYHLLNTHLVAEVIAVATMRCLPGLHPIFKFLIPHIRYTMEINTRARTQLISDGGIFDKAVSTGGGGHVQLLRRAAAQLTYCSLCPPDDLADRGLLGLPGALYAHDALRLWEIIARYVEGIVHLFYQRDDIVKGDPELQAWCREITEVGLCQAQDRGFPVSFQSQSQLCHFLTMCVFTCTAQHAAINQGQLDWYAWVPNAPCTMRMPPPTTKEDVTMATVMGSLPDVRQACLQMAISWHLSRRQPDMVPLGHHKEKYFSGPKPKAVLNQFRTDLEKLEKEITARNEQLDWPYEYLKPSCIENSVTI
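Hydroperoxide product was detected by ferrous iron/xylenol orange as the 573 to 405 nm absorbance ratio. Arachidonic acid at 40 uM (final) was turned over for 30 min at room temperature by 150 nM human 12hLO, pH 7.0 Hepes buffer, after 15 min compound preincubation.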
An asterisk follows results filed as active; ? = inconclusive; ! = not active in a repeat; [ ] = another dose, or the depositor's remark. % is scaled to controls: 0 for no effect and ±100 for the full control effect; potency is read from the fitted curve at half-maximal effect.

12-LOX inh,SMILES
18%,O=C(c1ccc2cccc(F)c2n1)N1CCN(C(=O)C2CCCCC2)CC1
0%,Cc1cccc(NC(=O)OCc2ccccc2)c1
-13%,O=C(NCCc1ccccc1)C12CC3CC(CC(Cl)(C3)C1)C2
30%[activator],O=C(NCC1CCCCC1)c1ccc(N2CC3CC(C2)[C@H]2CCCC(=O)N2C3)nc1 (stereo partly drawn)
-38%,CC(=O)N1CCC(C(=O)Nc2nc(-c3ccc(Br)s3)cs2)CC1
49%[activator],CC(C)n1c(CNC(=O)Cn2nc3c(cc2=O)CCCC3)nc2ccccc21
12%,COc1ccc(S(=O)(=O)Oc2ccc3oc(=O)cc(-c4cc5cccc(OC)c5o4)c3c2)cc1
6%,C#CCN1CC(N2CCN(CCO)CC2)CS1(=O)=O (stereo not drawn)
7%,COC(=O)c1ccc(COC(=O)c2cc3ccccc3s2)o1
-18%,O=C(NCCN1CCCCC1)c1ccc(Cn2c(SCc3ccccc3)nc3ccncc32)cc1
34%[activator],COc1ccc(CCc2nc(C3CC(=O)N(c4ccc(Cl)cc4)C3)no2)cc1 (stereo not drawn)
1%,Cc1cc(Br)cc(Cl)c1OCC(=O)Nc1cccc(N2CCCC2=O)c1
-16%,O=C(O)C(=Cc1ccc([N+](=O)[O-])cc1)c1ccccc1
1%,CC(C#N)(NC(=O)CSc1nnc(-c2cccs2)n1C1CC1)C1CC1 (stereo not drawn)
7%,O=C(NC1=NCCS1)c1ccc2nccnc2c1
39%[activator],Cn1cnnc1CC1CCN(C(=O)NC2CCCCC2)C1 (stereo not drawn)
4%[176 µM],COC[C@H]1C[C@@H](NCc2nccs2)[C@H](O)[C@@H]1O
?,CCOc1ccc(/C=C/c2nc(C#N)c(N3CCN(C)CC3)o2)cc1
23%,COCC[C@]1(O)CCN(S(=O)(=O)N(C)Cc2ccccc2)C[C@H]1C
-2%,Cc1noc(C(C)N(C)C(=O)c2cc(COc3ccccc3F)[nH]n2)n1 (stereo not drawn)
68%[activator],Cn1c2c(c3cc(F)ccc31)CN(C(=O)Nc1cccc(F)c1)CC2
4%,O=C(/C=C/c1ccc(Br)cc1)c1ccc(Cl)cc1
44%[activator][176 µM],CCN(CC)C(=O)CC[C@@H]1CNC(=O)[C@@H]2C[C@H](NCc3cccs3)CN12
9%,CN(CCc1noc(C2CN(C(=O)CN3CCOCC3)C2)n1)S(C)(=O)=O
7.9µM*!,Cc1ccc2nc(-c3ccco3)cc(C(=O)O)c2c1
20%,CCc1cccc(OCC(=O)c2ccc3c(c2)N(CC(=O)N(C)Cc2ccccc2)C(=O)CO3)c1
-19%,COc1ccc2cc(-c3nc(-c4nonc4N)no3)c(=O)oc2c1
?,CCc1c(C)sc(NC(=O)/C=C/c2c(Cl)cccc2Cl)c1C#N
4%,COc1cccc(CC(=O)NC2CCCN(c3cc(-c4ccc(F)cc4)[nH]n3)C2)c1 (stereo not drawn)
36%,NC(=O)CN1CCC2(CC1)CCN(C(=O)Cc1cnc[nH]1)CC2CO (stereo not drawn)

7 entries from above, sorted by their value in 12-LOX inh, highest first.
12-LOX inh,SMILES
36%,NC(=O)CN1CCC2(CC1)CCN(C(=O)Cc1cnc[nH]1)CC2CO (stereo not drawn)
23%,COCC[C@]1(O)CCN(S(=O)(=O)N(C)Cc2ccccc2)C[C@H]1C
9%,CN(CCc1noc(C2CN(C(=O)CN3CCOCC3)C2)n1)S(C)(=O)=O
4%,O=C(/C=C/c1ccc(Br)cc1)c1ccc(Cl)cc1
1%,Cc1cc(Br)cc(Cl)c1OCC(=O)Nc1cccc(N2CCCC2=O)c1
-13%,O=C(NCCc1ccccc1)C12CC3CC(CC(Cl)(C3)C1)C2
-19%,COc1ccc2cc(-c3nc(-c4nonc4N)no3)c(=O)oc2c1

Arranged by number of heavy atoms (smallest number first): part of the list above.
12-LOX inh,SMILES
7%,COC(=O)c1ccc(COC(=O)c2cc3ccccc3s2)o1
-38%,CC(=O)N1CCC(C(=O)Nc2nc(-c3ccc(Br)s3)cs2)CC1
1%,Cc1cc(Br)cc(Cl)c1OCC(=O)Nc1cccc(N2CCCC2=O)c1

(continued)
12-LOX inh,SMILES
10%[176 µM],O=[S+]([O-])(Nc1cccnc1)c1ccc2c(c1)OCCN(Cc1ccccc1)C2
?,c1ccc(-c2ccc(CNCc3ccco3)cc2)cc1
?,CCc1c(C)sc(NC(=O)C(F)(F)F)c1C#N
-18%,CC(=O)Nc1ccc(C(=O)COc2ncnc3sccc23)cc1
60%[activator],CC(CCn1cccn1)NC(=O)c1ccc(OC2CCN(S(=O)(=O)N(C)C)CC2)cc1 (stereo not drawn)
-4%[176 µM],COC(=O)c1ccc2c(c1)nc1n2[C@@H](CNCc2ccccc2)COC1
9%,Cc1ccc(-c2cc(N3CCC(CNC(=O)c4ccc[nH]c4=O)CC3)n[nH]2)cc1
-8%,NCC1CCN(C2CCCCC2)CC1
?,CCCCc1ccc(NC(=S)NCCCOC(C)C)cc1
8%,Cc1ccccc1-c1nnn(Cc2cc(=O)n3ccsc3n2)n1
69%[activator][176 µM],O=C(N[C@H]1CO[C@H]2[C@@H]1OC[C@@H]2Nc1nccc(C2CCCC2)n1)c1ccccc1
-10%,O=C(CCc1ncc(-c2ccc(F)cc2F)o1)NCc1ccco1
?,COc1cc(Br)cc2cc(-c3nc(-c4ccccc4C)no3)c(=O)oc12
4%,Cc1n[nH]c(C)c1C(N)C(=O)NCc1scnc1-c1ccccc1 (stereo not drawn)
33%,CCC1(O)CCC12CCN(C(=O)c1cnccc1C)CC2 (stereo not drawn)
-2%[176 µM],COc1ccc(-c2cc(-c3ccc(N4CCOCC4)nc3)cn3cncc23)cc1
48%[activator],O=C(c1cc[n+]([O-])cc1)N1CCC(C2CCN(Cc3cccnc3)CC2)C1 (stereo not drawn)
69%[activator],COC(=O)c1cc2n(n1)CCCN(C(=O)c1cc(C)nc3ccc(C)cc13)C2
30%,CCc1noc(CC2CCOC3(CCN(S(=O)(=O)c4ccc(F)c(F)c4)CC3)C2)n1 (stereo not drawn)
12%,CC1CCN(C(=O)C2(c3ccc(NC(=O)C4CC4)cc3)CCCCC2)CC1
46%[activator],O=C(N1CC(Oc2ccc(-c3noc(-c4ccccc4)n3)cc2)C1)C1(c2ccccc2)CC1
0%,CCCNC(=O)c1cccc2c(=O)c(C)c(-c3ccccc3)oc12
?,COc1ccc(S[C@]2(c3nc(-c4cccnc4)no3)CC(=O)N[C@@H]2c2ccc(OC)cc2)cc1
14%,Cc1cc(=O)oc2cc(OCC(=O)OCC(=O)Nc3ccc(OC(F)F)cc3)ccc12
-33%,CC(Sc1ccccc1Cl)C(=O)O (stereo not drawn)
-22%,Nc1cc(N)nc(SCCC(=O)Nc2cc(Cl)ccc2Cl)n1
4%,CN(C(=O)CCC1CCCCC1)C1(c2ccccc2Cl)CCCCC1=O (stereo not drawn)
?,O=c1cc(-c2cccnc2)oc2c(-c3ccccc3Oc3ccccc3)nccc12
-19%,Cc1cc(C(=O)Cn2c(=O)c3c(ncn3C3CCCC3)n(Cc3ccccc3)c2=O)c(C)n1C
19%,CC(C)NC(=O)N1CCCCCNC(=O)[C@@H]2CCCC[C@@H]21

Single values from the list:
Reading of O=C(CCc1ncc(-c2ccc(F)cc2F)o1)NCc1ccco1 in 12-LOX inh: -10%
Reading of Cc1cc(C(=O)Cn2c(=O)c3c(ncn3C3CCCC3)n(Cc3ccccc3)c2=O)c(C)n1C in 12-LOX inh: -19%

Further structures
12-LOX inh,SMILES
-9%,O=C1Cc2cc(-c3csc(Nc4ccc(F)cc4)n3)ccc2N1
-37%,COc1cc(C(=O)CCN(C)C)cc(OC)c1OC
4%[176 µM],Cc1ccc(-c2cc3c(ccn3C(C)C)c(C(=O)NCc3c(C)cc(C)[nH]c3=O)n2)cn1
44%[activator],CCCNC(=O)C1COC2(CCC(C)CC2)N1C(=O)CC (stereo not drawn)
59%[activator],COCc1ccc2c(c1)c(OC(C)(C)C(=O)NCCc1cnc[nH]1)nn2Cc1ccccc1
17%,CN1CCC(N[C@H]2CC(C)(C)[C@@H]3C[C@@](C)(O)CC[C@]23CCC(=O)NCCN2CCOCC2)CC1
33%[176 µM],COCCN1CCN(C(=O)[C@@H]2Cc3cn(C)c4cccc(c34)[C@H](CC(C)C)N2)CC1
43%[activator],COCCOC1CN(C2CCN(C(=O)C3CCOCC3)CC2)C12CCCCC2 (stereo not drawn)
56%[activator][176 µM],Fc1ccccc1CN1CCNc2cc(Nc3cccnc3)ncc2C1
2%,COC(=O)CNC(=O)N1CC2CC(C1)[C@H]1CCCC(=O)N1C2 (stereo partly drawn)
110%[activator][176 µM],CC(=O)N1CCC(N2CC[C@@H](CO)N(C)c3ncccc3C2)CC1
2%,Cc1nn(CN(Cc2ccccc2)CC(F)(F)F)c(=O)c2ccccc12
?,CC(C)C(=O)N1CCN(c2nc3c(s2)CC(C(=O)NCCc2cccs2)CC3)CC1 (stereo not drawn)
?,Cc1occc1C(=O)N1CC(F)(F)C[C@H]1c1nnc(C2CC2)o1
32%[activator],O=C(CC1=C2CCCCC2NC1=O)NC1CC1 (stereo not drawn)
0%,CCOC(=O)c1ccc(N2C(=O)c3n[nH]c(C)c3C2c2ccc(F)cc2)cc1 (stereo not drawn)
?,Cc1ccc(C(=O)OCC(=O)OC2CC(C)CCC2C(C)C)s1 (stereo not drawn)
9%[176 µM],CNC(=O)CCn1ncc2cc(OCc3ccccc3-c3c(F)cccc3OC)ccc21
8%[6.33 µM],COc1cccc(CN2CCCC3(Cc4ccccc4CNC3=O)C2)n1 (stereo not drawn)
-6%,OCc1ccccc1OCc1ccccc1
6%,O=C(Cc1ccc(F)cc1)N1CCC2(CC1)NC(=O)N(Cc1ccc(F)cc1)C2=O
?,CCn1nccc1C(=O)NCCn1ccn2nc(-c3ccc(C)c(C)c3)cc2c1=O
22%,CCC1CN(C(=O)c2ccc3nc[nH]c3c2)CCC(=O)N1Cc1ccccc1 (stereo not drawn)
-1%,Cc1cccc(CN2CCn3c(nnc3[C@@H]3C[C@@H](O)CN3C)C2)c1
?,Cn1c(=O)c2c(nc(NCCCc3ccccc3)n2Cc2cccc(Cl)c2)n(C)c1=O
6%,COCCn1c(SCC(=O)c2ccc3c(c2)OCCCO3)nnc1-c1ccc(Cl)cc1
36%[activator],Cc1ccc(C2=NC3(CCN(C(=O)c4n[nH]c5c4CCCC5)CC3)ON2)cc1
-28%[176 µM],Cc1noc(C)c1-c1cc2cc(CO)oc2c(NCCOc2ccccc2)n1
0%[176 µM],CNC(=O)C1(C)CN(Cc2ccccc2)Cc2ccc(Nc3ccccc3)nc21 (stereo not drawn)
94%[activator],Cc1ccc2nc3c(n2c1)C(c1ccccc1OCCN(C)C)CC(=O)NC3 (stereo not drawn)
-10%,C[S+](=O)([O-])Nc1cccc(-c2cc3c(ccn3Cc3ccncc3)c(N3CCOCC3)n2)c1
18%,C=C1C(=O)C23C(O)C1CCC2C12COC3(O)C(O)C1C(C)(C)CCC2O (stereo not drawn)
4%[176 µM],c1ccc(Cc2nnc([C@H]3CCN(Cc4ccc5c(c4)OCO5)C3)o2)cc1
?,O=C(Nc1ccc(Br)cc1)C1=C(c2ccccc2)SCCO1
-11%,COc1cc2c(cc1OC)CN(C(=O)COC(=O)c1cccnc1Nc1ccccc1F)CC2
?,O=C(NCc1ccc2c(c1)OCO2)[C@@H]1C[C@H](c2ccc(F)cc2)N([S+](=O)([O-])C2CC2)C1
11%,CCCS(=O)(=O)N1CCC(Cn2c(C)cnc2C2CC2)CC1
-8%,O=C(Cc1cccnc1)N[C@H]1CCOC[C@H]1C1CCOCC1
35%[activator],COCCN1C(=O)CS(=O)(=O)C12CCN(C(=O)c1ccc(F)c(F)c1)CC2
-5%,O=C(Cn1nc2c(cc1=O)CCCCC2)NCc1ccc(F)cc1
?,CCc1ccc(C(=O)COC(=O)c2ccc(S(=O)(=O)NCc3ccco3)cc2)cc1
13%,CC(C)c1nncn1C1CCN(S(=O)(=O)c2cccc(Cl)c2)CC1
2%[6.33 µM],O=C(c1ccc(F)cc1)N1CCC2(CC1)COc1ccccc1[S+](=O)([O-])N2
41%[activator][176 µM],CN1CCC2(C1)CN(CC1CCOCC1)c1ccc(C(=O)NCCCO)cc12 (stereo not drawn)
-16%,CCN(CC)CCNC(=O)c1nc(-c2ccc3[nH]ccc3c2)no1
55%[activator],CCC(=O)c1ccc(Oc2cc(C#N)c(C#N)cc2N2CCOCC2)cc1
?,CC(=O)N1CCN(C(C(=O)O)c2c[nH]c3ccccc23)CC1 (stereo not drawn)
52%[activator],Cc1ccc(C(=O)N2CCC3(CC2)CC(O)CCO3)cc1 (stereo not drawn)
?,CC(COc1cc(F)cc(C#N)c1)CN1CCC(C(O)(c2ccccc2)c2ccccc2)CC1 (stereo not drawn)
80%[activator],CNC(=O)[C@@H]1CN(C(=O)c2ccc3c(c2)OCO3)C[C@H]1c1nc(COC)no1
-4%,COc1ccc(Nc2nc3ccc(C)cc3nc2-n2nc(C)cc2C)cc1
13%,CCCCCCCOc1ccc(-c2ccc(C3CCC(CC)CC3)cn2)cc1F (stereo not drawn)
52%[activator],COc1ccccc1CCC(=O)N1C[C@@H](CO)[C@H](NC(C)=O)C1
20%,O=C1CC2(CCN(C(=O)c3ccc4c(c3)OCO4)CC2)Oc2ccccc21
?,CC(=O)Nc1ccc(CN2CCN3C(=O)N(Cc4ccccc4)C[C@H]3C2)cc1
20µM*,Cc1cc(C(=O)N2CCCC3(CCNCC3)CC2)c2cnn(C(C)C)c2n1

Screening results from PubChem BioAssay.

A portion of the library; rates above refer to the full screens.
